# RAD54 branch – RAD54 (human) branch migration inhibition | AID 602329 | RAD54 Holliday junction branch migration, FAM/BHQ fluorescence | hit rate 0.14% among 360,000 | inhibition, % at 10.4 µM | Q92698;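 active means mean normalized replicate activity at least 40 and at least half of replicates scoring 40 or more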;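 further: 0% = median of neutral control wells and 100% = median of positive control wells; inhibitors cause a drop in the FAM fluorescence signal; in these data hits start at about 50%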
# Target sequence (Q92698 whole entry, looked up): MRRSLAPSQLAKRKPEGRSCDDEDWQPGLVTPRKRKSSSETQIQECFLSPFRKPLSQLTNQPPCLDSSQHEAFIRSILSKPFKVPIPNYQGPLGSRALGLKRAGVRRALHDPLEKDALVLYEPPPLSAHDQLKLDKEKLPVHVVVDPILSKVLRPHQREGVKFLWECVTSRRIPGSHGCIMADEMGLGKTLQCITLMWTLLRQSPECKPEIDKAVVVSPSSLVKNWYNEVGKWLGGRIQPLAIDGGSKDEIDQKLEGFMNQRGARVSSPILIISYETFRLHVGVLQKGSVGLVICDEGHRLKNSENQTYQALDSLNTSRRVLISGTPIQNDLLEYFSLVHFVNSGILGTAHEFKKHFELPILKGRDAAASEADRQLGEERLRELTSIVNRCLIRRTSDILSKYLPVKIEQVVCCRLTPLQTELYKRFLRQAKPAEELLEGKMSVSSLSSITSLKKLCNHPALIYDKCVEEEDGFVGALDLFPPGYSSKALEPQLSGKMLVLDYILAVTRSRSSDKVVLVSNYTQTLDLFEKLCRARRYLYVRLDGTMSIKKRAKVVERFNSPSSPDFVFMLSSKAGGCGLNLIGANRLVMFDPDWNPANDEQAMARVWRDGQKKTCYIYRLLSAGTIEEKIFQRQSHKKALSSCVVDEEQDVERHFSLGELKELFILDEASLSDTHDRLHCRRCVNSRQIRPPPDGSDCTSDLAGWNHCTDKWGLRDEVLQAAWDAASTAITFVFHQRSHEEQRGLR
# * hit, by the source's call. An excerpt, so the mix of outcomes need not match the whole.
SMILES,RAD54 branch
CCC1CCCN1Cn1cnc2c([nH]c3ccccc32)c1=O (centres undefined),12.4
C/C(=N\N=C\c1ccccc1F)c1nnn(-c2nonc2N)c1C,-0.2
Nn1c(SCC(=O)N2CCN(S(=O)(=O)c3ccc(Cl)cc3)CC2)nnc1-c1cccs1,-7.1
CCCc1cc(=O)oc2c(CN3CCCC3)c(O)ccc12,1.0
CCOC(=O)CNC(=O)CSc1ncnc2c1cnn2-c1ccc(C)cc1,0.8
CC(=O)N1CCN(c2nc(CC(C)C)c3c(c2C#N)CCC3)CC1,5.1
CCCOc1ccc(/C(O)=C2/C(=O)C(=O)N(c3cc(C)on3)C2c2ccc(C(=O)OC)cc2)cc1 (centres undefined),-1.2
COc1ccc2c(c1)c(=O)oc1c(C)c(OCC(=O)N3CCc4ccccc4C3)ccc12,4.6
O=C/C(=C\Nc1ccc(Cl)cn1)c1nc2cc(Cl)ccc2o1,-8.3
Clc1ccc(Cn2ccc(-c3ccc4c(c3)OCO4)n2)cc1Cl,1.4
Cc1ccc(S(=O)(=O)/N=C(/NC(=S)Nc2cccc(C)c2)c2ccccc2)cc1,-2.3
COc1ccc(C(=O)Nn2c(SCC(=O)NCc3ccccc3)nc3ccccc3c2=O)cc1,5.6
COC(=O)c1ccc(Cn2c(CN3CCOCC3)nc3ccccc3c2=O)o1,-3.3
O=C1CC(c2ccccc2)CC(O)=C1C=NCC1CCCO1 (centres undefined),-4.5
CCCn1c(NCc2c[nH]c3ccccc23)nc2ccccc21,4.4
CC(C)N(Cc1nc(-c2ccccc2)no1)C(=O)c1ccc(Br)o1,2.2
O=C(c1ccc(COc2c(F)c(F)c(F)c(F)c2F)o1)N1CCN(Cc2ccc3c(c2)OCO3)CC1,2.3
CCOC(=O)N1CCN(S(=O)(=O)c2cccc3nonc23)CC1,5.9
CCOc1ccc(NC(=O)CCN2CCN(c3ccccc3OC)CC2)cc1,-2.0
Cc1cccc(NC(=O)C2CC(=O)n3cnnc3S2)c1 (centres undefined),-2.2
CCCc1nc(SCC(=O)Nc2ccc(S(=O)(=O)N(C)C)cc2)c2ccccc2n1,-2.2
COc1ccc([N+](=O)[O-])cc1NC(=O)COC(=O)c1ccccc1C(=O)c1ccccc1,-8.3
O=C(C1=C[C@@H](c2csc3ccccc23)C[C@@H](OCc2ccc(CO)cc2)O1)N1CCN(Cc2ccccc2)CC1,-5.5
CCc1ccc(NC(=O)C2CC(=O)N(C(C)C)C2)cc1 (centres undefined),1.7
CCOc1ccc(N(CC(=O)O)S(=O)(=O)c2ccc(OC)c(OC)c2)cc1,4.7
CCC(=O)Nc1ccc(-c2nnc(-c3ccccc3)o2)cc1,-8.2
CCCc1cc(-c2nc(N)ncc2-c2ccc3c(c2)OCCCO3)c(O)cc1OC,-8.0
Cc1c(-c2c(C#N)c(N)nc3c2CCCCCC3)cnn1C,-1.5
COc1cccc(-c2csc(N3CCN(C(=O)NC45CC6CC(CC(C6)C4)C5)CC3)n2)c1,-12.4
COc1cccc(C(=O)NNC(=S)NC2CCCCC2)c1,10.1
COc1ccc(CCSc2nnc(C3CCCCC3)n2N)cc1,12.7
O=C(CSc1nc(-c2ccccc2)cc(C(F)(F)F)n1)NCCN1CCOCC1,-0.4
CCn1c(=NC(=O)CSCC(=O)Nc2nccs2)sc2ccccc21,-12.4
Cc1ccc(C2=NN(S(C)(=O)=O)C(c3cccs3)C2)cc1 (centres undefined),-0.8
COC(=O)C1=C(C(=O)OC)C(c2cc(Cl)ccc2O)c2sc(=O)[nH]c2S1 (centres undefined),0.5
CCc1cc2cc(C(=O)N3CCN(c4ccccc4)CC3)sc2s1,-16.9
CCc1ccccc1-n1cnc2cc(C(=O)O)ccc21,-0.2
COC(=O)c1nnn(CC(=O)NC(=O)Nc2cccc(C)c2C)c1C(=O)OC,-3.7
CCn1nnc(NC(=O)c2cccnc2Cl)n1,-0.2
CN(C)CCNC(=O)CNC(=S)N(Cc1ccccc1)Cc1cccnc1,7.6
O=C(CN1C(=O)C2C3C=CC(C3)C2C1=O)NCCN1CCCc2ccccc21 (centres undefined),-5.5
Cc1ccc(NC(=O)c2cc3ccccc3o2)cc1S(=O)(=O)N(C)C,-3.4
COc1ccc(C(C2C(=O)CC(C)(C)CC2=O)C2C(=O)CC(C)(C)CC2=O)cc1COCC(F)(F)F,4.4
N#Cc1ccc(-c2cccnc2)nc1SCc1ccc(Cl)cc1Cl,8.6
O=C(CCCCn1c(=O)c2ccccc2n(Cc2ccc(Cl)cc2)c1=O)NCc1ccco1,-7.3
COCCOCC(O)CN1CCN(c2ccccc2)CC1 (centres undefined),-16.6
Cc1c(C#N)c2ncn(CC#N)c(=O)c2n1-c1ccccc1,2.9
O=c1c(-c2ccc3c(c2)OCCO3)coc2c(CN3CCOCC3)c(O)ccc12,11.5
CN(C)CCCN(C(=O)c1cc2ccccc2oc1=O)c1nc2c(F)cccc2s1,8.2
COc1ccc(NC(=O)c2cccs2)cc1,-5.7
Cc1ccc(-n2ncc3c(=O)[nH]c(SCC(=O)N4CCCc5ccccc54)nc32)cc1,4.2
COc1ccc(-n2cnnc2SCC(=O)NC2CCS(=O)(=O)C2)cc1 (centres undefined),-10.9
O=C1CSC(c2ccccn2)N1c1cccc(Cl)c1 (centres undefined),11.8
Cn1nnc2c(NCc3ccco3)nccc21,2.6
Brc1ccc(NC2=Nc3ccccc3CC2)cc1,-8.3
O=P(CCNCc1ccco1)(c1ccccc1)c1ccccc1,-1.2
Cc1noc2ncnc(Sc3ccccc3Cl)c12,-0.6
Cc1ccc(C)c(-n2nnnc2SCC(=O)Nc2c(C)n(C)n(-c3ccccc3)c2=O)c1,7.0
Cc1ccccc1C(=O)N1CCc2cc(-c3nc(NC(=O)Cc4ccc5c(c4)OCO5)sc3C)ccc21,-2.2
CC(=O)OC1CC(C)(C)N(OC(=O)c2ccc(N)cc2)C(C)(C)C1,0.4

# Three entries picked at random from those above:
SMILES,RAD54 branch
COc1ccc(NC(=O)c2cccs2)cc1,-5.7
CCc1ccc(NC(=O)C2CC(=O)N(C(C)C)C2)cc1 (centres undefined),1.7
CCCc1cc(-c2nc(N)ncc2-c2ccc3c(c2)OCCCO3)c(O)cc1OC,-8.0

# The list goes on.
SMILES,RAD54 branch
Cc1nn(Cc2ccc(Cl)cc2Cl)c(C)c1NC(=O)c1ccc(COc2cc(Cl)ccc2Cl)o1,0.2
Cc1cc(C)c(S(C)(=O)=O)c(Sc2ccc(Cl)cc2)n1,0.3
O=c1c2ccccc2c(-c2ccc(F)cc2)nn1-c1ccc(C(F)(F)F)cc1,3.8
Cc1cc(NS(=O)(=O)c2ccc(Nc3nc(-c4sc(N)nc4C)cs3)cc2)no1,-26.7
Cc1ccc2nc(NC(=O)CSc3nnc(C)c(=O)n3N)sc2c1,-2.7
CCc1ccc(Oc2coc3cc(OC(=O)c4cc5ccccc5oc4=O)ccc3c2=O)cc1,-2.7
O=C1C(=O)c2ccccc2C(O)=C1CCCCl,3.0
O=C1CN(C(=O)CCN2CCOCC2)C(c2ccccc2)c2cc(Br)ccc2N1 (centres undefined),-14.6
CC#CCNCc1ccccc1,1.0
CCOC(=O)C1CCCN(Cc2nc(N)nc(Nc3ccc(OC)cc3)n2)C1 (centres undefined),3.9
O=C(N/N=C/c1cn(-c2ccccc2)nc1-c1ccc(F)cc1)c1ccc(Br)o1,-2.5
CCCn1c(SCC(=O)Nc2cccc(C(=O)OC)c2)nnc1-c1cccnc1,-7.9
COc1ccc(-c2nc(-c3cccc(C)c3)nc(N3CCN(C)CC3)c2C#N)cc1,-0.2
O=C1OC(c2ccccc2)=N/C1=C/c1cccc(OC(=O)c2cccs2)c1,-8.7
Cc1ccc(OCC(=O)OCC(=O)c2c(N)n(C)c(=O)n(C)c2=O)cc1C,-0.6

# Given as labelled records: part of the list above.
> Cc1cccc(NC(=O)C2CC(=O)n3cnnc3S2)c1 (centres undefined)
  RAD54 branch: -2.2
> Cn1nnc2c(NCc3ccco3)nccc21
  RAD54 branch: 2.6
> CCOc1ccc(NC(=O)CCN2CCN(c3ccccc3OC)CC2)cc1
  RAD54 branch: -2.0
> COc1ccc(-n2cnnc2SCC(=O)NC2CCS(=O)(=O)C2)cc1 (centres undefined)
  RAD54 branch: -10.9

# Later entries:
SMILES,RAD54 branch
O=S(=O)(NCC(O)COCc1ccco1)c1cccs1 (centres undefined),-3.2
Cn1c2ccccc2c2ncn(CCCN3CCOCC3)c(=O)c21,11.4
Cc1cc(C)c(S(=O)(=O)n2nc(C)c(Br)c2C)c(C)c1,1.3
Cc1c(C)n(CCC#N)c2ccccc12,-1.6
O=C(Nc1nccs1)C(NS(=O)(=O)c1ccc(Br)s1)c1ccccc1 (centres undefined),0.4
O=C(Cc1cccs1)Nc1ccc(S(=O)(=O)Nc2ncccn2)cc1,-14.7
CCOC(=O)CN1C(=O)N[C@@H](c2cccc(C(F)(F)F)c2)C(C(C)=O)=C1C,-6.9
Cc1ccc(-c2ccc(SCC(=O)c3ccccc3)nn2)cc1,13.6
COc1ccc(C(=O)NCCN2C(=O)S/C(=C\c3cccnc3)C2=O)c(OC)c1OC,4.2
CSCCC(NS(=O)(=O)c1ccc(Cl)cc1)C(=O)OCC(=O)NC1CCCCC1 (centres undefined),-0.5
COC(=O)Cn1c(CCS(=O)(=O)c2ccc(Cl)cc2)nc2ccccc21,-3.9
CN(C)S(=O)(=O)c1cccc(C(=O)NC2CCCc3ccccc32)c1 (centres undefined),5.6
O=C(O)C1CCCN1C(=O)Oc1ccccc1 (centres undefined),-7.8
Cc1cc(Oc2ccc(C#N)cc2)nc(N2CCOCC2)n1,0.7
CSCCC(NS(=O)(=O)c1ccc2ccccc2c1)C(=O)OCC(=O)c1ccc(C(C)C)cc1 (centres undefined),6.4
COc1ccc(C(=O)NCc2nnc(SCC(=O)N3CCC(C)CC3)o2)cc1OC,0.8
O=S(=O)(O)c1nnc2sc3ccccc3n12,-7.4
CCN(CC)C(=O)Oc1cc(=O)n(C)c2ccccc12,3.1
COC/C=C/C1=CC2=CC(=O)C(C)(OC(=O)c3cnc4ccccc4n3)C(=O)C2=CN1CC(C)C (centres undefined),-12.6
CCCCC1(C)OC(=O)C(=Cc2ccc(N(C)C)cc2)C(=O)O1 (centres undefined),-11.8
COCCOc1nc2c(c(=O)n(C)c(=O)n2C)n1CCc1ccccc1,-7.9
COC(=O)CCC(=O)OC1(C)C(=O)C2=CN(c3ccc(OC)cc3)C(c3ccc(OC)cc3)=CC2=C(Br)C1=O (centres undefined),2.4
O=C(CN1CCOCC1)Nc1c2c(nc3ccccc13)N(Cc1ccccc1)CC2,10.4
CC(=O)NC1C(=O)N(C)c2ccc(Br)cc21 (centres undefined),0.0
Cc1nnc(SCC(=O)Nc2ncc3c(n2)CCCC3=O)s1,1.3
CN(C)CCCNC(=O)c1cc(S(=O)(=O)N2CCOCC2)ccc1F,3.3
CC(=O)COc1ccc2c(-c3ccccc3)cc(=O)oc2c1,-3.9
CC(=O)Nc1ccc(S(=O)(=O)N2CCSC2c2ccc(Cl)cc2)cc1 (centres undefined),3.4
CC(C)Oc1ccc(/C(O)=C2/C(=O)C(=O)N(Cc3cccnc3)C2c2ccco2)cc1 (centres undefined),-3.3
CC(C)(C)NC(=O)c1cccc(NC(=O)CSc2ccccc2)c1,6.4
CCCC(=O)Oc1ccccc1C1SCc2cc(C)c(C)cc2CS1,-1.0
CC(C)Cc1nc(N2CCOCC2)c(C#N)c2c1CCC2,11.7
Cc1sc2nc(CN(Cc3cccs3)C(=O)NC3CCCCC3)[nH]c(=O)c2c1C,-1.8
Fc1cccc2sc(N3CCCCC3)nc12,3.6
COc1cc2c(cc1OC)C(=O)C(Br)CC2 (centres undefined),-16.7
COC(=O)C1=C(C)N(Cc2ccccc2)C(=NCc2cc(OC)c(OC)c(OC)c2)N[C@H]1c1cccc(F)c1,-0.8
Cn1c(N/N=C/c2ccccc2)nc2sc3c(c2c1=O)CCC3,-1.1
CCC1(CC)Cc2ccccc2-c2nc(-c3ccccc3)oc(=O)c21,-3.6
COc1ccc2oc(C(=O)c3ccccc3)c(NC(=O)CN3CCN(C)CC3)c2c1,14.9
COc1ccc2c(C)cc(SCC(=O)Nc3ccc(Cl)cn3)nc2c1,-5.0
N#CCCN(C(=O)CSc1nc(-c2ccccc2)cn1N)c1ccc(F)cc1,-1.5
O=C(NCc1ccc(F)cc1)C(c1ccccc1)N(CC1CCCO1)C(=O)Cn1nnc2ccccc21 (centres undefined),-9.7
Cc1c(Cl)c([N+](=O)[O-])nn1Cc1ccc(C(=O)Nc2ccc(Cl)cn2)o1,-8.3
CCOC(=O)c1ccccc1NC(=S)N1CCC(C)CC1,-1.5
CCOC(=O)c1c(-c2ccc(Cl)cc2)c(C#N)c(=O)n(N)c1N,1.2

# Ordered by molar mass (descending): some entries from above.
SMILES,RAD54 branch
COc1ccc2oc(C(=O)c3ccccc3)c(NC(=O)CN3CCN(C)CC3)c2c1,14.9
Cc1c(Cl)c([N+](=O)[O-])nn1Cc1ccc(C(=O)Nc2ccc(Cl)cn2)o1,-8.3
CCOC(=O)c1c(-c2ccc(Cl)cc2)c(C#N)c(=O)n(N)c1N,1.2

# (further entries)
SMILES,RAD54 branch
Cc1cccc(-c2nnc(SCC(=O)Nc3nc4c(s3)CCCC4)n2C)c1,-3.3
Cc1ccc(C(=O)NCCc2nnc(SCC(=O)Nc3cccc(C(=O)O)c3)n2C)cc1,4.6
COCCOC(=O)C1=C(C)N=C2SCCC(=O)N2C1c1ccc(C(=O)OC)cc1 (centres undefined),9.8
O=C(O)CC1S/C(=N/N=C2CCCCC2)N(c2ccccc2)C1=O (centres undefined),-0.4
CC(C)OP(=O)(OC(C)C)C1(O)C(=O)Nc2ccc(Br)cc21 (centres undefined),-0.4
Cc1cc(S(=O)(=O)NC2CCCC2)ccc1F,-6.8
CCCCCCCCS(=O)C1CCS(=O)(=O)C1 (centres undefined),-9.0
CCOc1ccc(CC(=O)NNC(=S)NC2CCCCC2)cc1OCC,8.0
O=C(CN1CCN(c2ccc(F)cc2)CC1)Nc1cc(C(F)(F)F)ccc1Cl,1.8
COc1ccc(/C(C)=N/Nc2ccc(C(=O)O)cc2)cc1OC,1.7
Cc1ccc(NC2=C/C(=N\S(=O)(=O)c3cccs3)c3ccccc3C2=O)c(C)c1,-14.8
Cn1c(=O)n(CCOc2ccc(Cl)cc2Cl)c2ccccc21,-1.6
COC(=O)c1cc2c(C)cc3ccc(C)cn3c-2c1C(=O)OC,-5.5

# Assay outcomes: PubChem BioAssay, Broad Institute
